# CRFBP-R2 block – antagonists of CRF-binding protein/CRF-R2 receptor complex. HEK293 CRF-R2/CRF-BP, CRF-induced calcium fluorescence. inhibition, % at 11.8 µM. 0.59% of 350,000 active. AID 588475;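 active = inhibition of the ligand-induced calcium signal above about 50% at the single tested concentration, limit read from the data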
# GalR3 antagonist – blocks the human galanin receptor 3; HEK293 GalR3-CNG cAMP membrane potential fluorescence; galR3 body fused to GalR1 C-terminus; inhibition, % at 3 µM; 0.44% of 360,000 active; AID 651719;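 active = inhibition above the screen-wide average plus 3 SD, cut at about 13% in these data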;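 also: forskolin and galanin both at EC90 stimulate the cells; cAMP rise reported by CNG channel membrane potential dye signal; 0% = forskolin plus galanin with DMSO and 100% = forskolin alone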
# Target sequence (O60755 1-299 limits assumed): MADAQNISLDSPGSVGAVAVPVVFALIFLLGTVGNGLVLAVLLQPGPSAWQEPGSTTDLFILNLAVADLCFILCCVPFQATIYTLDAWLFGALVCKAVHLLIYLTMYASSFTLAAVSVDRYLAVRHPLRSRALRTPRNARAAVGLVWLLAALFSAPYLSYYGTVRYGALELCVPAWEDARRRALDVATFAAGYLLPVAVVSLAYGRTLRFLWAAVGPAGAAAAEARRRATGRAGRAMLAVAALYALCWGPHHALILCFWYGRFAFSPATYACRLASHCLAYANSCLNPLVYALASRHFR
# CRFR2-BP ag – agonists of human CRF-binding protein/CRF-R2 receptor complex | HEK293 CRF-R2/CRF-BP, calcium dye fluorescence (FLIPR); percent of saturating CRF peptide response | activation, % at 13.2 µM | 0.46% of 350,000 active;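 active = activation of at least 50%, plus an integration ratio under a set limit after plate pattern correction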;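 also: plate controls were neutral control wells without compound for no effect and CRF at EC100 for full effect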
# Numbers without * were called inactive. Some of the compounds tested; rates above refer to the full screens.
entry	structure	CRFR2-BP ag	GalR3 antagonist	CRFBP-R2 block
1	CCN(CC)C(=O)C1=C(C)N(Cc2ccccc2)C(=O)C(CC(=O)NCCCN(C)C)C1 (centres undefined)	5.5	-6	5
2	O=C(CSc1nc2ccccc2c(=O)n1Cc1ccc(F)cc1)NCC1CCCO1 (centres undefined)	-1.4	-7	3
3	COc1cc(OC)cc(-c2sc3ccc(OC)cc3c2C#CC(C)(C)O)c1	-0.6	-2	-12
4	O=C(CCCOc1ccccc1)N1CCN(S(=O)(=O)c2ccccc2)CC1	-0.7	-6	-3
5	FC(F)(F)c1ccccc1-n1ccnc1	0.9	-3	-6
6	Cc1nc(Cc2nnc(SC(C)C(=O)N3c4ccccc4NC(=O)C3(C)C)o2)cs1 (centres undefined)	-0.4	-5	5
7	C[C@@H]1CN([C@@H](C)CO)C(=O)Cc2cc(NC(=O)Nc3ccc(F)cc3)ccc2O[C@@H]1CN(C)Cc1ccc(Cl)c(Cl)c1	1.4	-3	-3
8	O=C(COC(=O)Cc1c[nH]c2ccccc12)Nc1ccc(Cl)cc1	-1.4	-3	-8
9	O=C(CSc1ccccc1)Nc1nnc(-c2ccco2)o1	-0.9	-2	3
10	CCCNc1ncc2c(=O)[nH][nH]c(=O)c2n1	-0.1	-5	-3
11	Cc1ccccc1-n1c(C)nnc1SC(C)C(=O)NCC1CCCO1 (centres undefined)	-0.4	-4	-1
12	CC(C)C(NS(=O)(=O)c1ccccc1)C(=O)OCC(=O)NNC(=O)c1ccccc1 (centres undefined)	1.2	-4	-1
13	Cc1cccc(C(=O)OCC(=O)N2CCCCCC2)c1	2.6	1	-11
14	Cc1nn(-c2ccccc2)c(C)c1NC(=O)COC(=O)c1ccc(Cl)c(S(N)(=O)=O)c1	1.1	1	12
15	Cc1cc(NC(=O)COC(=O)c2ccc(Cl)cc2)no1	12	-6	-9
16	O=C(CCS(=O)(=O)c1ccc(F)cc1)Nc1nnc(-c2ccco2)o1	-1.0	-5	-6
17	C[C@H](CO)N1C[C@H](C)[C@@H](CN(C)C)Oc2c(NC(=O)c3ccncc3)cccc2C1=O	-1.2	1	13
18	CCN(CC(=O)NCc1ccc(Cl)cc1)C(=O)c1cc(S(=O)(=O)N2CCOCC2)ccc1C	-0.6	2	5
19	CC(O)[C@H]1CNCCN1CCc1cccc(F)c1 (some centres undefined)	-1.1	-7	0
20	O=C(c1ccco1)N1CCC2CC1c1c(Cl)cccc12 (centres undefined)	-1.9	-6	7

# The final 6 entries of the part before open the next one:
entry	structure	CRFR2-BP ag	GalR3 antagonist	CRFBP-R2 block
15	Cc1cc(NC(=O)COC(=O)c2ccc(Cl)cc2)no1	12	-6	-9
16	O=C(CCS(=O)(=O)c1ccc(F)cc1)Nc1nnc(-c2ccco2)o1	-1.0	-5	-6
17	C[C@H](CO)N1C[C@H](C)[C@@H](CN(C)C)Oc2c(NC(=O)c3ccncc3)cccc2C1=O	-1.2	1	13
18	CCN(CC(=O)NCc1ccc(Cl)cc1)C(=O)c1cc(S(=O)(=O)N2CCOCC2)ccc1C	-0.6	2	5
19	CC(O)[C@H]1CNCCN1CCc1cccc(F)c1 (some centres undefined)	-1.1	-7	0
20	O=C(c1ccco1)N1CCC2CC1c1c(Cl)cccc12 (centres undefined)	-1.9	-6	7
21	O=C(NN(Cc1ccccc1)Cc1ccccc1)c1ccccc1	-3.4	-8	10
22	O=C(O)CCCc1ccc2c(c1)CCc1ccccc1-2	-3.6	-3	17
23	CC(C)Cn1cnc2c(SCc3ccccc3Cl)nc(N)nc21	-4.1	-6	9
24	CC(=O)Nc1cccc(C(=O)NNC(=O)c2n[nH]c(=O)c3ccccc23)c1	0.3	-1	0
25	CC1=C(C(=O)Nc2ccc(C(=O)NCCCN3CCCCC3C)cc2)SCCO1 (centres undefined)	1.2	-3	12
26	CCN(CC)c1ccc(NC(=O)COC(=O)CCc2cc(OC)c(OC)c(OC)c2)cc1	35	-3	38
27	Cc1ccc(S(=O)(=O)N2CCCCC2CCNC(=O)C(=O)NCc2cccnc2)cc1 (centres undefined)	-0.8	-2	-9
28	CC(=O)Nc1ccc(NC(=O)C(C)OC(=O)CC23CC4CC(CC(Br)(C4)C2)C3)cc1 (centres undefined)	1.3	-4	-18
29	CNc1nc(=O)n(C2CCCO2)cc1C (centres undefined)	-0.1	2	11
30	CCOc1ccc(CCNC(=O)COC(=O)C2CCN(S(=O)(=O)c3ccccc3)CC2)cc1OCC	-0.5	1	5

# Along the list, as entered above.
# Entries 24 to 28 in GalR3 antagonist, in turn: -1, -3, -3, -2, -4

# The results go on:
entry	structure	CRFR2-BP ag	GalR3 antagonist	CRFBP-R2 block
31	O=C(OCC(=O)N1CCCC1)c1ccc(Cl)nc1	1.4	0	17
32	Cc1cccc(C(C)n2nnc3ccccc32)c1O (centres undefined)	-2.0	-6	16
33	CCCn1c(N)c(C(=O)CSc2nc(C)nc3sc(C)c(C)c23)c(=O)[nH]c1=O	-0.6	-6	37
34	CCN(Cc1nc2ccccc2c(=O)[nH]1)C(=O)c1cc2c(s1)CCCCC2	-0.5	-6	3
35	O=C(NCc1cccnc1)C1CCN(S(=O)(=O)c2cc([N+](=O)[O-])ccc2Cl)CC1	-0.4	-6	-7
36	CCN(C(=O)c1ccc(=O)[nH]c1)c1c(N)n(Cc2ccccc2)c(=O)[nH]c1=O	-3.2	-3	-29
37	CCN(c1ccccc1)S(=O)(=O)c1ccc(N2CCN(c3ccc(OC)cc3)CC2)nc1	0.1	-6	7
38	CN(CC(=O)Nc1ccccc1Br)C(=O)Cn1[nH]c(=O)c2ccccc2c1=O	-0.4	0	-2
39	Cc1ccc(NC(=O)CSCC(=O)N(C)CC(=O)Nc2cccc3ccccc23)cc1	-0.8	-4	-11
40	COC(=O)c1c(-c2ccccc2)noc1-c1ccccc1	-0.2	-1	14
41	Cc1ccc(NC(=O)COC(=O)CCc2ccccc2)cc1S(=O)(=O)N1CCOCC1	-1.2	-1	4
42	CC(=O)c1c(C)[nH]c(C(=O)OC(C)C(=O)NC2CCCCC2)c1C (centres undefined)	-0.9	-6	8
43	Cc1cccc(C(=O)OCC(=O)NCc2ccco2)c1	-0.7	-3	-4
44	CCc1ccc(N2CC(C(=O)OCC(=O)NNC(=O)c3ccccc3)CC2=O)cc1 (centres undefined)	-0.6	-3	6
45	CCOc1ccccc1C(=O)Nc1nnc(SCC(=O)N2CCCC2)s1	0.5	2	-10
46	CCc1noc(C)c1C(=O)Nc1ccc(C#N)cc1	0.1	-2	6
47	CCCC(/C=C/c1ccc(OC(C)=O)cc1)=C1/c2ccccc2C(=O)N1c1ccccc1	-0.3	1	6
48	CC1(c2cccc(Br)c2)NC(=O)N(CC(=O)Nc2ccc3c(c2)OCCO3)C1=O (centres undefined)	-0.1	-2	-8
49	Cc1[nH]c2ccc(C(=O)OCC(=O)NC3(C#N)CCCCC3)cc2c1C	0.3	-4	-9
50	C[C@@H]1CN([C@@H](C)CO)C(=O)c2cc(C#Cc3ccccc3)cnc2O[C@H]1CN(C)C(=O)c1ccccc1F	0.2	-6	-4
51	CN(C)c1ccc(C=c2c3ccccc3n3c2cc(-c2ccc(Cl)cc2)[n+]3C)cc1	3.5	-3	1
52	COc1ccc2[nH]c3c(c2c1)CCN1C(=O)C(CC(=O)NCCN2CCOCC2)C[C@H](C(=O)N2CCOCC2)[C@@]31CCC1CCCC1 (some centres undefined)	-1.6	0	-15
53	CCC1CC(C(=O)Nc2ccccc2)C(=O)O1 (centres undefined)	-0.4	-2	3
54	O=C(COC(=O)C1CCCC1)Nc1ncc(Cl)cc1Cl	0.6	-5	-9
55	CCN(C(=O)CSc1nnc(C)c(=O)[nH]1)c1cccc2ccccc12	0.9	-5	-3
56	CCOc1ccccc1NC(=O)CN(c1ccc(OC)c(OC)c1)S(=O)(=O)c1ccc(C)cc1	0.8	-8	-13
57	CCCCN(C(=O)c1ccc(N2CCCC2=O)cc1)c1c(N)n(CC(C)C)c(=O)[nH]c1=O	2.0	-3	9
58	O=C(OCc1cn([C@@H]2CN(C(=O)C3CCCCC3)[C@@H](c3ccc(Cl)cc3)C[C@H]2O)nn1)c1ccccc1	0.9	-1	-5
59	COc1ccc(NC(=O)/C(N=Nc2ccc(Cl)c(S(=O)(=O)Nc3ccc(Cl)cc3)c2)=C(\C)O)cc1	7.9	3	15
60	COc1ccc(C(C#N)=C2C=CC(=NO)C(C)=C2Cl)cc1	29	-8	-28
61	C[C@@H]1CN([C@@H](C)CO)C(=O)c2cc(Br)cnc2O[C@H]1CN(C)Cc1cccnc1	0.2	-2	11
62	c1ccc(NC2=NCCN2CC2CCCCCC2)cc1	-0.2	-4	1
63	O=S1(=O)CCN(C2CCCCCC2)CC1	5.7	-8	1
64	CCOc1ccc(CCNC(=O)COC(=O)COc2ccc(Cl)cc2)cc1OCC	-2.5	-3	7
65	N#Cc1cccc(C(=O)OCC(=O)NC(=O)NC2CCCCC2)c1	0.0	1	-4
66	Cc1ccc(C(=O)NCC(=O)Nc2ccccc2C)o1	-1.8	-5	-8
67	Cc1noc(NS(=O)(=O)c2ccc(NC(=O)c3ccc(Cl)c(S(=O)(=O)N(C)c4ccccc4)c3)cc2)c1C	-2.0	2	27
68	Cn1c(=O)c2[nH]c(C3CC4CCC3C4)nc2n(C)c1=O (centres undefined)	0.4	-6	-9
69	CCOC(=O)N1CCN(C(=O)c2cc(-c3ccncc3)nc3ccccc23)CC1	-0.7	2	0
70	COC(=O)c1c(C)[nH]c(C(=O)OC(C)C(=O)N2CCOCC2)c1C (centres undefined)	-2.4	-4	13
71	Cc1ccccc1N1CC(C(=O)Nc2ccc(S(=O)(=O)N3CCCC3)cc2)CC1=O (centres undefined)	0.3	8	-22
72	CCCn1nc(C(=O)Nc2ccc(N3CCOCC3)cc2)c2ccccc2c1=O	0.1	-4	-2
73	COC[C@H](NS(=O)(=O)c1ccc(Br)cc1F)[C@@H](O)c1ccccc1	0.6	-3	-14
74	Cc1cccc(NC(=O)CNC(=O)COc2cccnc2[N+](=O)[O-])c1C	-0.3	-5	5
75	COc1cc(C=NNC(=O)c2ccccc2NS(=O)(=O)c2cccs2)cc(OC)c1O	0.8	-6	22
76	C=CC[C@H](CC(=O)NCCO)C(=O)N[C@H](COC(=O)[C@@H](CC=C)Cc1ccc(F)cc1)Cc1ccccc1	-0.1	-4	-10
77	O=C(COC(=O)Cc1ccccc1F)NCc1ccccc1Cl	-0.7	-4	14
78	Cc1ccc(S(=O)(=O)N2CCOC23CCN(S(=O)(=O)c2c(C)cc(C)cc2C)CC3)cc1	3.6	-1	8
79	O=C(NC[C@@H]1CCCO1)c1cccc2c1C(=O)c1ccc(N3CCOCC3)cc1S2(=O)=O	2.0	-2	3
80	O=C(NNC(=O)c1ccco1)c1ccco1	0.8	-7	-3

# New compounds follow
entry	structure	CRFR2-BP ag	GalR3 antagonist	CRFBP-R2 block
81	Cc1ccc(NC(=O)COC(=O)C2=NNC(=O)CC2)c(Br)c1	0.1	-4	1
82	CCN(C1CCS(=O)(=O)C1)S(=O)(=O)c1cc(C)ccc1C (centres undefined)	-1.6	-3	-10
83	CC(C)Oc1ccc(S(=O)(=O)N2CCOCC2)cc1NC(=O)c1cccc(S(=O)(=O)N2CCCC2)c1	3.4	-5	10
84	Cc1ccc(S(=O)(=O)N2CCC(C(=O)Nc3ccc(C(C)C)cc3)CC2)cc1	-0.8	-8	2
85	C[C@@H]1CN([C@@H](C)CO)C(=O)CCCn2nncc2CO[C@H]1CN(C)C(=O)Cc1ccccc1	-2.8	1	6
86	Cc1ccccc1CN(C)C(=O)COC(=O)c1ccc2[nH]c(C)c(C)c2c1	1.0	-6	64*
87	Cc1ccc2c(CC(=O)N(C)c3c(N)n(Cc4ccccc4)c(=O)[nH]c3=O)coc2c1	-2.1	-3	-12
88	CCCCCN(C(=O)CCC(=O)OCC(=O)N(CC)c1ccccc1)c1c(N)n(CCCC)c(=O)[nH]c1=O	8.7	-5	14
89	O=C(COC(=O)C12CC3CC(CC(C3)C1)C2)NNC(=O)c1ccccc1	0.3	-2	-9
90	COc1ccccc1OCCNC(=O)CNC(=O)c1ccc2c(c1)OCO2	0.0	-2	2

# Quoted at random: four entries already listed
entry	structure	CRFR2-BP ag	GalR3 antagonist	CRFBP-R2 block
89	O=C(COC(=O)C12CC3CC(CC(C3)C1)C2)NNC(=O)c1ccccc1	0.3	-2	-9
88	CCCCCN(C(=O)CCC(=O)OCC(=O)N(CC)c1ccccc1)c1c(N)n(CCCC)c(=O)[nH]c1=O	8.7	-5	14
83	CC(C)Oc1ccc(S(=O)(=O)N2CCOCC2)cc1NC(=O)c1cccc(S(=O)(=O)N2CCCC2)c1	3.4	-5	10
81	Cc1ccc(NC(=O)COC(=O)C2=NNC(=O)CC2)c(Br)c1	0.1	-4	1

# (listing goes on)
entry	structure	CRFR2-BP ag	GalR3 antagonist	CRFBP-R2 block
91	O=C(COc1ccc2ccccc2c1)N1CCN(c2ccccc2)CC1	-0.2	0	3
92	Cn1c(N)c(C(=O)COC(=O)c2cccc(S(=O)(=O)NCc3ccccc3)c2)c(=O)n(C)c1=O	1.6	-6	-7
93	COc1ccc(C(C)=O)c(OCC(=O)NCCC2=CCCCC2)c1	-0.3	-8	2
94	CC(C)/C=C/C(=O)N1CCC(N2CCC(C(=O)NCC3CCCO3)CC2)CC1 (centres undefined)	-0.8	-7	1
95	CCN(CC)S(=O)(=O)c1ccc(N2CCN(C)CC2)c(NC(=O)COc2ccc(F)cc2Cl)c1	-1.4	5	-15
96	COc1cc(SC)ccc1C(=O)Nc1cccc(S(=O)(=O)NC2=NCCCCC2)c1	0.1	4	-1
97	CCN(C(=O)Cn1c(Cl)nc2c1c(=O)n(C)c(=O)n2C)C1CCCCC1	0.6	-7	2

# Source: PubChem (several laboratories)
